# Screens (PubChem)
# STAT3 act = activators of IL-6 induced STAT3 signaling | U3A cells, IL-6 STAT3-luciferase reporter, luminescence; 100% = signal with IL-6 EC80 alone | activation (% of control), % at 5.6 µM | 190,000 tested, 0.91% active;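 active means activation above the screen-wide mean of compound activation plus 3 SD, cut at about 130% in these data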;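 further: 0% = background luminescence of wells with medium and substrate only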
#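 Material: STAT1-lacking human U3A cells, STAT3 luciferase reporter | Benchmarks: IL-6-only wells as 100% reference | Probe or stimulus: IL-6 (33 ng/mL) | Timing: Compound 1 h, then IL-6 6 h at 37 °C | Detection: Luminescence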
# APP 5UTR inh = APP translation inhibition; SH-SY5Y APP 5'UTR-luciferase reporter, luminescence; inhibition, % at 2 µM; 190,000 tested, 0.82% active;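 active means inhibition above a set limit, derived from the sample mean plus 3 SD, cut at about 45% in these data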; further: values of inactives mirror those of a sister screen read the other way
# NF-kB neuron act = compounds increasing NF-kB expression in human neuronal cells | NF-kB reporter expression; hits give high values | fold change at 12.5 µM | 190,000 tested, 1.6% active; in the data active means fold change above about 3.3
# STAT3 inh = STAT3 signaling inhibition. AID 862. 190,000 tested, 0.89% active. inhibition, % at 5.5 µM. U3A cells, IL-6 STAT3-luciferase reporter, luminescence; host cell line lacks STAT1;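 active means inhibition above the mean inhibition across all screened compounds plus 3 SD, cut at about 44% in these data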;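 further: 0% = DMSO only wells and 100% = 100 µM nifuroxazide control wells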
# APP 5'UTR act = APP 5'UTR luciferase reporter activation | SH-SY5Y APP 5'UTR luciferase reporter, luminescence; zero percent = DMSO vehicle wells | activation, % at 2 µM | 190,000 tested, 1% active;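 active means activation above a set limit, based on mean plus 3 SD of controls, cut at about 140% in these data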; further: values of inactives mirror those of a sister screen read the other way
# FLuc stim CS = affects firefly luciferase, flagging false hits in luciferase stimulation screens | ATPlite luciferase biochemical, luminescence, 10 min; 0 = ATP-free wells, 1 = DMSO control | AID 1027 | P08659 | 200,000 tested, under 10 active | activation factor at 10 µM;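 active means luciferase activation factor, scaled between plate controls, of at least 2 with compound at 10 µM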
# Target sequence (P08659 whole entry, looked up): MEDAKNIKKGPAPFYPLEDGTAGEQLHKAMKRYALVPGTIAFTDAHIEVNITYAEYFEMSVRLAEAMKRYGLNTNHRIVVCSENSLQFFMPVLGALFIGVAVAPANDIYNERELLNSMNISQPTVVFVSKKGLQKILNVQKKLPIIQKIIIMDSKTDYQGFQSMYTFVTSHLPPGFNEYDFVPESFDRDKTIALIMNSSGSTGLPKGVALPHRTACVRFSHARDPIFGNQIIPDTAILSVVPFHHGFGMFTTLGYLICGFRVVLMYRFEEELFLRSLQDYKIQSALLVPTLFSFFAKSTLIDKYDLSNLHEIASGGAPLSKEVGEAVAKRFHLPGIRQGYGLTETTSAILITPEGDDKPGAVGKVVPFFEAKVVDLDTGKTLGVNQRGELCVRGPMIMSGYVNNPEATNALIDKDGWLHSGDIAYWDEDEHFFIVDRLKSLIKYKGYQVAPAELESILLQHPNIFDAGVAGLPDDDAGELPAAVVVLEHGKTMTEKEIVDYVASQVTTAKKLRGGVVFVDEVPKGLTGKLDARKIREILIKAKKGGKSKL
#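 Assay system: Luciferase/luciferin detection reagent, cell-free biochemical luciferase assay / Also added: ATP substrate / Schedule: 10 min at ambient temperature / Measured by: luminescence measurement of luciferase light output / Benchmarks: low control with PBS replacing ATP, high control enzyme plus ATP without compound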
# ROMK mod = human ROMK K+ channel modulation, primary screen. AID 1918. 130,000 tested, 2% active. B-score at 10 µM. P48048. Tet-inducible ROMK, thallium flux fluorescence; actives lie on both sides;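 active means signal ratio slope over the read window, or its plate-corrected B-score, at least 3 SD from the plate mean, either direction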;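 further: B-score of the F/F0 ratio slope over 7 to 12 s after thallium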
# Target sequence (P48048 whole entry, looked up): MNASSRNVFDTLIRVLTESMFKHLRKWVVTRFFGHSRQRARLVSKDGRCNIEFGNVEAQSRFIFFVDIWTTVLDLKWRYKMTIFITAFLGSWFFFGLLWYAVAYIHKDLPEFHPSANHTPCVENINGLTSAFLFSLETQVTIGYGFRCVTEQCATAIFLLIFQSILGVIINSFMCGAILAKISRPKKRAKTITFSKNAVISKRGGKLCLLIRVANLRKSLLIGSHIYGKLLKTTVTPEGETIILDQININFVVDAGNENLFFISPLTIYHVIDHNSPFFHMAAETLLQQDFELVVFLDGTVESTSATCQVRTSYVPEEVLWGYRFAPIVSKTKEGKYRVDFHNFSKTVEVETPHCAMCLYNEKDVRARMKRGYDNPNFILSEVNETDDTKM
# FLuc inhib CS = inhibits firefly luciferase, flagging false hits in luciferase inhibition screens. P08659. ATPLite firefly luciferase biochemical luminescence, 10 min. inhibition, % at 10 µM. 200,000 tested, 1.5% active;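 active means inhibition above about 50% when tested at 10 µM, limit read from the data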
# STAT1 inh = reduces IFN-gamma driven STAT1 reporter signal; NIH 3T3 STAT1-luciferase reporter, luminescence; inhibition, % at 5.5 µM; 200,000 tested, 0.35% active; AID 920;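 active means inhibition above a set limit, the mean inhibition across all tested compounds plus 3 SD, cut at about 34% in these data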;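 further: 0% = IFN-gamma with DMSO and 100% = IFN-gamma with 300 µM nifuroxazide; values of inactives mirror those of a sister screen read the other way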
# STAT1 act = STAT1 signaling activation. NIH 3T3 STAT1-luciferase reporter, IFN-gamma, luminescence; 100% = IFN-gamma alone, no compound. activation (% of control), % at 5.5 µM. 200,000 tested, 2.6% active;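 active means activation above the screen-wide mean activation plus 3 SD, cut at about 130% in these data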;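 further: raw ratio to IFN-gamma control signal so 100% means no change and 0% no light; values of inactives mirror those of a sister screen read the other way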
# The depositor's hits bear a star; nt = no result given.
SMILES,STAT3 act,APP 5UTR inh,NF-kB neuron act,STAT3 inh,APP 5'UTR act,FLuc stim CS,ROMK mod,FLuc inhib CS,STAT1 inh,STAT1 act
CCN(CCNC(=O)C1CCCN(Cc2nc(-c3ccc(OC)cc3)oc2C)C1)c1ccccc1 (configuration not stated),107,-6,0.45,-5,6,1,-3.9*,1,0,100
COc1ccc2c(c1)c1nc3ccccc3nc1n2Cc1ccc(OC(C)C)c(OC)c1,100,9,1,3,-9,1,-3.4*,2,2,98
CCOc1cc(C2/C(=C(/O)c3ccc(OC(C)C)cc3)C(=O)C(=O)N2CCCOC)ccc1O (configuration not stated),97,3,1.1,8,-3,1,nt,4,-9,108
COc1ccc([C@H]2[C@H](C(=O)C(C)(C)C)N3N=Cc4ccccc4C3[C@]23N=C(c2ccccc2)OC3=O)cc1 (some centres not stated),119,-6,1,-17,7,1,nt,4,-4,103
COc1ccc(-n2nnnc2SCc2nc3ccccc3s2)cc1,146*,-58,2.5,-49,58,0.9,0.017,5,-22,120
O=C(COC(=O)CC(c1ccccc1)c1ccccc1)Nc1cccc(F)c1,102,-14,1.2,-4,14,1.1,nt,-5,-1,101
CCn1cc([N+](=O)[O-])c(C(=O)N2CCOCC2)n1,102,13,1.2,-2,-13,1.1,-0.032,-6,7,94
CC(=O)N1CCN(c2ccc(NCc3ccc(C)cc3)cc2)CC1,90,13,0.99,13,-13,1,0.097,-5,-5,105
Cc1ccc(/C(N)=N/OC(=O)CCc2ccccc2)cc1,104,-45,2,7,45,0.9,nt,5,-24,121
O=C(Nc1cccc(Cl)c1)OCc1ccccn1,95,-42,2.3,8,42,1,0.52,0,-33,130*
CC(C)CCn1c(SCC(=O)OCn2nnc3ccccc3c2=O)nc2ccccc2c1=O,101,-17,0.77,5,17,1,nt,-3,4,96
CCC1CCC2(CC1)NC(=O)N(CC(=O)Nc1cc(C)on1)C2=O (configuration not stated),93,-3,1.1,8,3,1,-0.056,-3,-5,104
Cc1c(O)c(CN2CCCC2)cc2c1oc(=O)c1ccccc12,92,-15,0.53,12,15,1.1,-0.068,-7,-5,105
Cn1c(CC(=O)Nc2ccc(Cl)c(Cl)c2)n[nH]c1=S,93,15,1.2,15,-15,1,0.098,-4,1,99
COc1ccc(CN(C(=O)c2ccco2)c2ccc(C)cc2)cc1OC,112,1,1,-10,-1,1,-1.3,4,-3,103
COc1ccc(S(=O)(=O)N2CCCC2C(=O)n2nc(C)cc2C)cc1 (configuration not stated),100,-6,1.3,4,6,1,0.018,1,-1,100
COc1cc(OC)cc(C(=O)Nc2ccc(CN3CCCCC3)cc2)c1,99,-22,0.95,6,22,1,-0.29,-1,-4,101
O=C(O)CCCCC1SCC2NC(=O)NC21 (configuration not stated),99,nt,1.4,1,nt,1.1,0.049,-8,5,83
O=C(CSc1cccc[n+]1[O-])N1CCCCCC1,105,1,1.1,-4,-1,1.1,1.4,-6,-4,104
O=C(O)CCc1nn2c3ccccc3n(CCO)c2nc1=O,100,-7,1.1,5,7,1,0.27,-4,1,97
COC(OC)c1ccnc(-c2ccc(OC(=O)c3cccs3)cc2)n1,96,-39,1.3,7,39,0.9,0.5,8,-23,121
CCOC(=O)c1c(C)nc(-c2ccccc2)nc1NC(=O)CC,97,-7,1.5,6,7,1,-0.42,-2,-19,117
CC(=O)Nc1ccc(NC(=O)Cn2ccc([N+](=O)[O-])n2)cc1,103,-4,1.1,-1,4,1.1,0.13,-5,-2,102
COc1ccc(NS(=O)(=O)c2cc(NC(=O)c3cccs3)ccc2N2CCOCC2)cc1,95,-12,0.66,16,12,1,2.1,-5,-9,107
Cc1cc(Cl)ccc1C(=O)C1CCCN(C(=O)/C=C/c2cnn(C)c2)C1 (configuration not stated),96,-6,1.1,10,6,1,nt,-3,11,89
C=CCCCCCCCCC(=O)NNC1=CC(=O)CC(C)(C)C1,101,23,0.77,2,-23,1.1,nt,-10,1,99
COC(=O)COc1ccc(S(=O)(=O)Nc2ccc(NC(C)=O)cc2)cc1,101,-10,1.2,-2,10,1.2,nt,-20,-8,107
Cc1ccc(NC(=O)C2CC(c3ccc(F)cc3)=NO2)cc1 (configuration not stated),104,-2,1.1,-2,1,1,0.49,-2,-3,103
O=C(NCCCCc1ccccc1)C12CN(Cc3ccccc3)CC1C(c1cccc([N+](=O)[O-])c1)=NO2 (configuration not stated),106,-2,0.86,-2,2,1,nt,-2,4,97
O=c1[nH]c(CN2CCOCC2)nc2scc(-c3ccccc3)c12,107,-2,0.93,-4,2,1,0.14,-4,5,97
CCOC(=O)N1CCC(NC(=O)Cn2ncc3ccccc32)CC1,104,18,1.1,1,-18,1.1,nt,-5,4,96
NC(=O)C1=C[C@H](c2ccc3c(c2)OCO3)C[C@H](OCc2ccc(CO)cc2)O1,nt,-55,1.9,nt,55,1,nt,1,-23,123
Cc1nnc(N/N=C/c2ccc(-c3ccc(Br)cc3)o2)n1N,99,-8,1.2,1,8,0.9,-1.3,5,-17,116
O=C(Nc1nnc(-c2ccco2)o1)c1ccc(S(=O)(=O)N2CCOCC2)cc1,107,-15,1.1,1,15,1,0.34,-2,-5,103
COc1cc(C)ccc1OCCOCCOc1cc(C)c(C)cc1Br,109,1,0.94,-6,-1,1,0.19,-1,3,98
O=C(C1CC=CCC1)N1CCN(C(=O)C2CC=CCC2)CC1 (configuration not stated),101,-3,1,3,3,1,0.75,0,0,100
CC(=O)c1ccc(N(C(=O)CS(=O)CC(=O)Nc2ccc(F)cc2)C(C(=O)NC2CCCCC2)c2cccs2)cc1 (configuration not stated),107,4,1.2,1,-4,1.1,-3.3*,-6,0,100
CC1=Nc2ccccc2N=C(NC(=O)CN2CCN(c3ccccc3)CC2)C1c1ccccc1 (configuration not stated),98,4,1.1,13,-4,1,3.2*,-4,8,92
CCOc1ccc2nc(SCC(=O)N3c4ccccc4Sc4ccccc43)sc2c1,112,5,0.99,-13,-5,1,nt,-3,-2,102
CC1(C)CC(=O)c2sc(NC(=O)c3ccccc3)nc2C1,92,-170,3.5*,18,170*,0.1,-0.4,88*,-30,128

# Entries above marked active in APP 5'UTR act.
SMILES	STAT3 act	APP 5UTR inh	NF-kB neuron act	APP 5'UTR act	FLuc stim CS	ROMK mod	FLuc inhib CS	STAT1 inh	STAT1 act
CC1(C)CC(=O)c2sc(NC(=O)c3ccccc3)nc2C1	92	-170	3.5*	170*	0.1	-0.4	88*	-30	128

# (more compounds)
SMILES,STAT3 act,APP 5UTR inh,NF-kB neuron act,STAT3 inh,APP 5'UTR act,FLuc stim CS,ROMK mod,FLuc inhib CS,STAT1 inh,STAT1 act
COc1cc(/C=N/NC(=O)C(=O)NCc2ccco2)ccc1O,102,7,1,-1,-7,1,0.21,-4,7,94
CC1CCc2nc(NC(=O)CCSc3ccccc3)sc2C1 (configuration not stated),103,1,1.4,5,-1,1.1,nt,-7,-2,102
CCN1C(=O)CSc2ccc(C(=O)NC3CCCCC3)cc21,95,4,1,9,-4,0.9,0.15,7,6,94
CC1(C)C(=O)OC(c2ccco2)C(C)(C)C1=O (configuration not stated),102,-6,1,3,6,1,0.42,-3,-1,101
CC(C)n1nnc2ccccc2c1=O,105,-6,1.1,2,6,1,0.68,0,-5,104
Cc1cc(NC(=O)c2ccc(NC(=O)C(C)C)cc2)no1,101,-16,1.7,1,16,1,nt,4,-9,108
Cc1ccc(OCC(=O)OC(C)CN(C)Cc2ccccc2)cc1 (configuration not stated),102,13,0.91,2,-13,1,1.4,-4,-3,103
COc1ccc(Oc2ccccc2C=O)cc1,109,0,0.96,0,0,1,nt,-3,4,96
Clc1ccc(OCCCCSc2ncccn2)cc1,87,-14,1.5,21,14,1,-0.021,-2,-11,110
Cc1cc(C)n(-c2cccc(C(=O)O)c2)n1,98,-45,0.88,5,45,1.1,0.61,-7,0,98
CCOc1ccc(C2/C(=C(\O)c3ccc(OC)c(OC)c3)C(=O)C(=O)N2c2cc(C)on2)cc1OC (configuration not stated),98,-1,1.1,9,1,1.2,nt,-19,2,99
COc1ccc(-c2nc(C#N)c(NCCCN(C)C)o2)cc1OC,98,1,1.2,6,-1,1,nt,-1,-3,103
COc1ccc(S(=O)(=O)Nc2ccc(NC(C)=O)cc2)cc1,96,17,1.1,2,-17,1.1,-0.27,-5,-10,109
COc1ccccc1NC(=O)Nc1c(C)n(C)n(-c2ccccc2)c1=O,108,-10,0.96,-8,10,1,1.1,4,-5,102

# Part of the list above in order of molar mass, rising.
SMILES,STAT3 act,APP 5UTR inh,NF-kB neuron act,STAT3 inh,APP 5'UTR act,FLuc stim CS,ROMK mod,FLuc inhib CS,STAT1 inh,STAT1 act
Cc1cc(C)n(-c2cccc(C(=O)O)c2)n1,98,-45,0.88,5,45,1.1,0.61,-7,0,98
COc1ccc(Oc2ccccc2C=O)cc1,109,0,0.96,0,0,1,nt,-3,4,96
Cc1cc(NC(=O)c2ccc(NC(=O)C(C)C)cc2)no1,101,-16,1.7,1,16,1,nt,4,-9,108
COc1ccc(-c2nc(C#N)c(NCCCN(C)C)o2)cc1OC,98,1,1.2,6,-1,1,nt,-1,-3,103

# Only NF-kB neuron act, FLuc inhib CS and ROMK mod (seven entries from above):
canonical_smiles	NF-kB neuron act	FLuc inhib CS	ROMK mod
CC1CCc2nc(NC(=O)CCSc3ccccc3)sc2C1 (configuration not stated)	1.4	-7	nt
Cc1cc(NC(=O)c2ccc(NC(=O)C(C)C)cc2)no1	1.7	4	nt
CCN1C(=O)CSc2ccc(C(=O)NC3CCCCC3)cc21	1	7	0.15
CC1(C)C(=O)OC(c2ccco2)C(C)(C)C1=O (configuration not stated)	1	-3	0.42
COc1cc(/C=N/NC(=O)C(=O)NCc2ccco2)ccc1O	1	-4	0.21
COc1ccccc1NC(=O)Nc1c(C)n(C)n(-c2ccccc2)c1=O	0.96	4	1.1
CCOc1ccc(C2/C(=C(\O)c3ccc(OC)c(OC)c3)C(=O)C(=O)N2c2cc(C)on2)cc1OC (configuration not stated)	1.1	-19	nt
